Source: PubChem (National Center for Advancing Translational Sciences (NCATS))
ATXN viability = reduces viability in counter-screen for ATXN expression inhibitors; 400,000 compounds, 0.49% hits; S2 cells (HEK-293 line with an ATXN2-luciferase reporter) viability, CellTiter-Fluor protease fluorescence, 24 h; Potency, µM (doses to about 56.7 µM), actives largely listed as cytotoxic; also: potency is read from the fitted curve at half-maximal effect; nearly all actives have a fitted effect of over 40% in size
SW480 rereplic = induces DNA re-replication in SW480 colon adenocarcinoma cells | SW480 DNA re-replication, Hoechst DNA content imaging, 48 h | Potency, µM (doses to about 46.1 µM), for inactives: top-dose re-replication activation, actives largely listed as activators | 340,000 compounds, 1.8% hits; also: potency is read from the fitted curve at half-maximal effect; % of control where 0% means no effect; nearly all actives have a fitted effect of over 55% in size
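250 cells/well; 23 nL cpd via pin tool; 48 hr, 37 C, 5% CO2; Hoechst 40 min; imager read of total nuclear intensity, ex 405/em 500-530 nm.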
MCF10A rerep = DNA re-replication induction in MCF 10a cells; MCF 10A DNA re-replication, Hoechst nuclear intensity, 48 h; 350,000 compounds, 2.9% hits; Potency, µM (titrated, usually from 46.1 µM), inactives show top-dose activity, positive = re-replication, hits mostly activators; AID 624296; also: potency is read from the fitted curve at half-maximal effect; % of control where 0% means no effect; nearly all actives have a fitted effect of over 50% in size
IL1B secr inh = inflammasome signaling inhibition, IL-1 beta readout. THP-1 LPS/ATP IL-1B secretion, AlphaLISA, 16 h; hits give low values. activity change, % at 57.5 µM. 360,000 compounds, 4.7% hits. AID 743279; in the data active = activity change below about -50%; inconclusive = mostly about -30% to -49%; also: % is scaled to controls: 0 for no effect and ±100 for the full control effect
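Secreted IL-1B measured by AlphaLISA bead assay after 16 h compound exposure of THP-1 cells; compounds (final up to 57.5 uM) added 1 h before LPS (250 ng/mL) and ATP (1.25 mM) stimulation; lower signal means less secretion.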
HT1080NT lethal = kills 2HG-producing HT-1080-NT fibrosarcoma cells. HT-1080-NT fibrosarcoma viability, CellTiter-Glo ATP luminescence, 48 h. 360,000 compounds, 1.6% hits. AID 686970. Potency, µM (highest dose often 46.1 µM), for the others: at the top dose activity, negative = less viability, actives largely listed as cytotoxic;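 also: NT is the 2HG producing partner of a matched IDH1 knockdown line; potency is read from the fitted curve at half-maximal effect; 0% = DMSO-treated cells and -100% = media-only wells without cells; nearly all actives have a fitted effect of over 55% in size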
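Viability by CellTiter-Glo luminescence after 48 h compound exposure at 37C of HT-1080-NT cells (750/well, RPMI, 5% FBS). % activity scaled between DMSO wells and medium-only wells, then curve-fitted and categorized by curve class.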
KB-3-1 cytotox = kills parental KB-3-1 adenocarcinoma cells | KB-3-1 viability, CellTiter-Glo ATP luminescence, 72 h | Potency, µM (doses to about 46.1 µM), for inactives: top-dose activity change, negative = cytotoxic, usual class: cytotoxic | 400,000 compounds, 1.4% hits; also: potency is read from the fitted curve at half-maximal effect; % is scaled to controls: 0 for no effect and ±100 for the full control effect; nearly all actives have a fitted effect of over 60% in size
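Using CellTiter-Glo luminescence, growth of non-resistant KB-3-1 adenocarcinoma cells is assessed 72 h after pin-tool compound addition at 37 °C. Normalized responses across the concentration series yield fitted curves.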
HT1080 IDH1KD tx = toxicity to HT-1080 IDH1 knockdown cells (counter line). HT-1080 IDH1 knockdown viability, ATP luminescence, 48 h. Potency, µM (series often up to 46.1 µM), for the others: top-dose activity, negative = toxicity, usual class: cytotoxic. 360,000 compounds, 2% hits;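 also: potency is read from the fitted curve at half-maximal effect; 0% = DMSO wells and -100% = cell-free medium wells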
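CellTiter-Glo luminescence after 48 h compound exposure at 37 degrees C of IDH1-knockdown HT-1080 cells in 5% FBS RPMI. %Activity scaled between DMSO wells and cell-free media wells, with curves fitted and assigned curve classes.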
KB-V1 cytotox = KB-V1 MDR subline cytotoxicity. KB-V1 MDR cells viability, CellTiter-Glo, 72 h. Potency, µM (series often up to 46.1 µM), for inactives: at the highest dose activity change, negative = cytotoxicity, usual class: cytotoxic. 400,000 compounds, 3.4% hits; also: potency is read from the fitted curve at half-maximal effect; % is scaled to controls: 0 for no effect and ±100 for the full control effect; nearly all actives have a fitted effect of over 60% in size
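Cells of the MDR subline KB-V1 are plated, dosed with compound at multiple concentrations, and incubated 72 h at 37 degrees C; CellTiter-Glo is then added and luminescence read after 10 min.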
ATXN2 expr inh = reduces ATXN2 reporter expression in HEK-293 cells; HEK-293 ATXN2-luciferase reporter, luminescence, 24 h; Potency, µM (titrated, usually from 57 µM), for the others: at the top dose activity change, negative = inhibition, actives largely listed as inhibitors; 360,000 compounds, 0.72% hits; AID 1745845; also: potency is read from the fitted curve at half-maximal effect; % is scaled to controls: 0 for no effect and ±100 for the full control effect; nearly all actives have a fitted effect of over 55% in size
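qHTS (up to 57 uM final) was run with 24 h compound exposure of reporter cells at 37 °C. Each well was multiplexed: SteadyGlo luminescence measured ATXN2-luciferase expression after a fluorogenic Gly-Phe-AFC viability readout (25 uM final).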
* hit, by the source's call; [ ] = another dose, or the depositor's remark. Unless noted, calls follow the shape of the dose curve; as a rule, active = well fitted curve in the direction sought with a large enough effect; inconclusive = small, poorly fitted or top-dose-only effect, or another doubt; inactive = no such curve, though single readings can be large; an effect the other way counts as inactive or inconclusive.

`CCOC(=O)c1c(C)n(CC)c2ccc(OC(=O)c3ccc([N+](=O)[O-])cc3)cc12` gave ATXN viability inactive, SW480 rereplic -4%, MCF10A rerep 1%, IL1B secr inh -3, HT1080NT lethal -3%, KB-3-1 cytotox -3%, HT1080 IDH1KD tx -2%, KB-V1 cytotox -11% and ATXN2 expr inh 15%.
`O=S1(=O)CC(N2CCSCC2)CN1Cc1cn(Cc2cccc(C(F)(F)F)c2)nn1` (stereo unspecified) gave ATXN viability inactive, IL1B secr inh 17, HT1080NT lethal 21%, KB-3-1 cytotox inconclusive, HT1080 IDH1KD tx 6%, KB-V1 cytotox -14% and ATXN2 expr inh 8%.
Screening Cc1cccc(CCNC(=O)CC2C(=O)NCCN2Cc2ccc(F)c(F)c2)n1 (stereo unspecified) returned ATXN viability inactive, SW480 rereplic 1%, MCF10A rerep 9%, IL1B secr inh -5, HT1080NT lethal 6%, KB-3-1 cytotox 14%, HT1080 IDH1KD tx 15%, KB-V1 cytotox 4% and ATXN2 expr inh 0%.
COc1cc(/C=N/Nc2ccccc2[N+](=O)[O-])ccc1OC(=O)c1ccccc1F was read as ATXN viability inconclusive, SW480 rereplic -8%, MCF10A rerep -2%, IL1B secr inh 8, HT1080NT lethal 2%, KB-3-1 cytotox 6%, HT1080 IDH1KD tx 17%, KB-V1 cytotox -1% and ATXN2 expr inh 108%[activator].
For COC(=O)c1ccccc1NC(=O)COc1ccc(S(=O)(=O)N2CCCC2)cc1C the results were ATXN viability inactive, SW480 rereplic inconclusive, MCF10A rerep 26%, IL1B secr inh -3, HT1080NT lethal 8%, KB-3-1 cytotox 5%, HT1080 IDH1KD tx 8%, KB-V1 cytotox inconclusive and ATXN2 expr inh -5%.
Screening O=C(CN1C(=O)NC2(CCCCCCC2)C1=O)N1CCN(C(=O)c2ccco2)CC1 returned ATXN viability inactive, SW480 rereplic -3%, MCF10A rerep -5%, IL1B secr inh -9, HT1080NT lethal -2%, KB-3-1 cytotox 3%, HT1080 IDH1KD tx -1%, KB-V1 cytotox -10% and ATXN2 expr inh -3%.
CCN(CC)c1ccc(C(=O)c2cnc(/N=C/N(C)C)s2)cc1 was read as SW480 rereplic 3%, MCF10A rerep 17%, IL1B secr inh -3, HT1080NT lethal -24%, KB-3-1 cytotox -4%, HT1080 IDH1KD tx -5%, KB-V1 cytotox inconclusive and ATXN2 expr inh 17%.
For COc1cccc(-c2cnc(C(O)c3cccc(F)c3)[nH]2)c1 (stereo unspecified) the results were ATXN viability inconclusive, IL1B secr inh -2, HT1080NT lethal 11%, KB-3-1 cytotox 0%, HT1080 IDH1KD tx -4%, KB-V1 cytotox 2% and ATXN2 expr inh 76%[activator].
For CC1(C)Cc2c(sc3nc(-c4ccccc4)oc(=O)c23)CO1 the results were ATXN viability inactive, SW480 rereplic -1%, MCF10A rerep -1%, IL1B secr inh -6, HT1080NT lethal 21%, KB-3-1 cytotox 4%, HT1080 IDH1KD tx 15%, KB-V1 cytotox inconclusive and ATXN2 expr inh -2%.
`Cc1ccc(C(C)C)c(OCC(O)CN2CCc3ccccc3C2)c1` (stereo unspecified) gave ATXN viability inconclusive, SW480 rereplic inconclusive, MCF10A rerep inconclusive, IL1B secr inh -101*, HT1080NT lethal inconclusive, KB-3-1 cytotox inconclusive, HT1080 IDH1KD tx inconclusive, KB-V1 cytotox inconclusive and ATXN2 expr inh inconclusive.
CCC(=O)N(CCC(Cc1ccccc1)c1ccc2c(c1)OCO2)Cc1ccccc1F (stereo unspecified) was read as ATXN viability inactive, SW480 rereplic inconclusive, MCF10A rerep inconclusive, IL1B secr inh -25, HT1080NT lethal inconclusive, KB-3-1 cytotox inconclusive, HT1080 IDH1KD tx inconclusive, KB-V1 cytotox inconclusive and ATXN2 expr inh 3%.
`COC(=O)c1nnn(CC(=O)Nc2cc(F)ccc2F)c1C(=O)OC` gave ATXN viability inactive, KB-3-1 cytotox inconclusive, KB-V1 cytotox 6% and ATXN2 expr inh -10%.
Screening CC(C)CNc1ncnc2c1ncn2[C@H]1CN(Cc2ccncc2)C[C@@H](CO)O1 returned ATXN viability inactive, IL1B secr inh 56, HT1080NT lethal 12%, KB-3-1 cytotox -10%, HT1080 IDH1KD tx 22%, KB-V1 cytotox -4% and ATXN2 expr inh 12%.
`COC(=O)C1=C(NC(=O)C2CCCCC2)CCS1` gave ATXN viability inactive, SW480 rereplic -12%, MCF10A rerep 0%, IL1B secr inh 14, HT1080NT lethal 0%, KB-3-1 cytotox 5%, HT1080 IDH1KD tx -7%, KB-V1 cytotox -2% and ATXN2 expr inh -9%.
COC(=O)CSc1ncc(C#N)c(N)n1 was read as ATXN viability inactive, SW480 rereplic -4%, MCF10A rerep 0%, IL1B secr inh 28, HT1080NT lethal -5%, KB-3-1 cytotox -3%, HT1080 IDH1KD tx -5%, KB-V1 cytotox -2% and ATXN2 expr inh -1%.
For O=C(Nc1nncs1)c1ccccc1NS(=O)(=O)c1cccs1 the results were ATXN viability inactive, SW480 rereplic -4%, MCF10A rerep 3%, IL1B secr inh 8, HT1080NT lethal 1%, KB-3-1 cytotox inconclusive, HT1080 IDH1KD tx -2%, KB-V1 cytotox -4% and ATXN2 expr inh -1%.
O=C(O)Cc1sc(-c2ccccc2Cl)nc1-c1ccccc1 was read as ATXN viability inactive, SW480 rereplic -14%, MCF10A rerep -9%, IL1B secr inh 7, HT1080NT lethal 0%, KB-3-1 cytotox 11%, HT1080 IDH1KD tx 6%, KB-V1 cytotox 6% and ATXN2 expr inh -16%.
Screening C[C@@H]1C(NC(=O)c2ccccc2)CC2CC1C2(C)C (stereo partly specified) returned ATXN viability inactive, SW480 rereplic 9%, MCF10A rerep 4%, IL1B secr inh 7, HT1080NT lethal -8%, KB-3-1 cytotox -2%, HT1080 IDH1KD tx -13%, KB-V1 cytotox 1% and ATXN2 expr inh -5%.
`Cc1ccc(S(=O)(=O)N(CC(=O)Nc2cccc(C)c2C)C(=O)N2CCN(C)CC2)cc1` gave ATXN viability inactive, SW480 rereplic -3%, MCF10A rerep -2%, IL1B secr inh -10, HT1080NT lethal 2%, KB-3-1 cytotox -9%, HT1080 IDH1KD tx 0%, KB-V1 cytotox 13% and ATXN2 expr inh 2%.
For Cc1ccc(OCCn2c(C)c(/C=N/n3cnnc3)c3ccccc32)cc1 the results were ATXN viability inconclusive, SW480 rereplic 7%, MCF10A rerep 28%, IL1B secr inh -12, HT1080NT lethal inconclusive, KB-3-1 cytotox -4%, HT1080 IDH1KD tx inconclusive, KB-V1 cytotox 3% and ATXN2 expr inh -15%.

Pulled one by one from the list above, 2 records:
COC(=O)CSc1ncc(C#N)c(N)n1 was read as ATXN viability inactive, SW480 rereplic -4%, MCF10A rerep 0%, IL1B secr inh 28, HT1080NT lethal -5%, KB-3-1 cytotox -3%, HT1080 IDH1KD tx -5%, KB-V1 cytotox -2% and ATXN2 expr inh -1%.
O=C(O)Cc1sc(-c2ccccc2Cl)nc1-c1ccccc1 was read as ATXN viability inactive, SW480 rereplic -14%, MCF10A rerep -9%, IL1B secr inh 7, HT1080NT lethal 0%, KB-3-1 cytotox 11%, HT1080 IDH1KD tx 6%, KB-V1 cytotox 6% and ATXN2 expr inh -16%.

The results go on:
`CCN1CCc2c(OCC(=O)Nc3ccccc3)cccc2C1=O` gave ATXN viability inactive, SW480 rereplic -17%, MCF10A rerep 0%, IL1B secr inh 0, HT1080NT lethal -7%, KB-3-1 cytotox -3%, HT1080 IDH1KD tx -4%, KB-V1 cytotox -23% and ATXN2 expr inh 2%.
`COc1ccc(C(=O)N2CCN(Cc3ccc(OC)c(OC)c3)CC2)cc1` gave ATXN viability inactive, SW480 rereplic -4%, MCF10A rerep -1%, IL1B secr inh 21, HT1080NT lethal 22%, KB-3-1 cytotox 2%, HT1080 IDH1KD tx 23%, KB-V1 cytotox 4% and ATXN2 expr inh -3%.
For COc1ccc(C(CNC(=O)CN(C)S(=O)(=O)c2ccc(C)cc2)N2CCCC2)cc1 (stereo unspecified) the results were ATXN viability inactive, SW480 rereplic -4%, MCF10A rerep 6%, IL1B secr inh -17, HT1080NT lethal 6%, KB-3-1 cytotox -1%, HT1080 IDH1KD tx -3%, KB-V1 cytotox -10% and ATXN2 expr inh -9%.
For COCCN(C(=O)Nc1ccc(OC)cc1OC)C1CCN(C(C)=O)CC1 the results were ATXN viability inactive, SW480 rereplic -3%, MCF10A rerep 3%, IL1B secr inh -9, HT1080NT lethal 6%, KB-3-1 cytotox 6%, HT1080 IDH1KD tx 10%, KB-V1 cytotox 12% and ATXN2 expr inh 11%.
Screening Cc1nc2c(C)cccc2c2c1COC2 returned ATXN viability inactive, SW480 rereplic 2%, MCF10A rerep -20%, IL1B secr inh -9, HT1080NT lethal 16%, KB-3-1 cytotox 13%, HT1080 IDH1KD tx 1%, KB-V1 cytotox inconclusive and ATXN2 expr inh -2%.
For CCN1C(=O)C(=O)N(CC(=O)Nc2cc(C)ccc2C)C1=O the results were ATXN viability inactive, SW480 rereplic -13%, MCF10A rerep 0%, IL1B secr inh -9, HT1080NT lethal 2%[9.24 µM], KB-3-1 cytotox 9%, HT1080 IDH1KD tx -6%, KB-V1 cytotox 11% and ATXN2 expr inh -17%.
For COc1ccc(C(=O)c2cn(Cc3ccccc3)c3ccccc3c2=O)cc1OC the results were ATXN viability inconclusive, KB-3-1 cytotox -2%, KB-V1 cytotox 0% and ATXN2 expr inh -19%.
